BioA inh = BioA (M. tuberculosis) enzyme inhibition. AID 602481. 360,000 tested, 0.096% active. inhibition, % at 9.99 µM. purified M. tuberculosis BioA enzyme, plate reader; in the data active means inhibition above about 40%
An asterisk follows results filed as active. The list is partial, so the mix of outcomes need not match the whole.

COc1ccccc1-c1ccc2c(c1)[C@H]1[C@H](CCN1S(=O)(=O)c1ccccc1OC)[C@@H](CO)N2
  BioA inh = 0.5
CCCNC(=O)C[C@H]1CC[C@@H]2[C@@H](COc3ccc(NC(=O)c4cccs4)cc3C(=O)N2C)O1
  BioA inh = 3.1
C[C@@H]1CN([C@H](C)CO)C(=O)c2cc(NC(=O)Nc3ccc4c(c3)OCO4)ccc2O[C@@H](C)CCCCO[C@H]1CN(C)C(=O)c1ccccc1
  BioA inh = -4.1
C[C@H](CO)N1C[C@H](C)[C@H](CN(C)C(=O)C2CCC2)Oc2cc(C#CC3CC3)ccc2S1(=O)=O
  BioA inh = 1.9
N#C[C@H]1[C@H](c2ccc(C#Cc3ccccc3F)cc2)[C@@H](CO)N1C(=O)c1cccnc1
  BioA inh = -1.8
C[C@@H]1CN([C@@H](C)CO)C(=O)c2cccc(NS(=O)(=O)c3ccccc3)c2O[C@@H]1CN(C)S(=O)(=O)c1ccc(Cl)cc1
  BioA inh = 0.9
COc1ccc(S(=O)(=O)Nc2ccc3c(c2)C(=O)N([C@H](C)CO)C[C@@H](C)[C@@H](CN(C)Cc2ccccc2)OCCCC[C@@H](C)O3)cc1
  BioA inh = 5.3
COc1ccc(CN(C)C[C@H]2OCCCC[C@H](C)Oc3ccc(NC(=O)Nc4ccc(F)cc4)cc3C(=O)N([C@@H](C)CO)C[C@@H]2C)cc1
  BioA inh = -1.1
O=C(NCC[C@@H]1CC[C@H](NC(=O)c2ccncc2)[C@H](CO)O1)Nc1ccc(Cl)cc1
  BioA inh = 0.2
COc1cccc(C#Cc2ccc3c(c2)O[C@@H](CN(C)C)[C@@H](C)CN([C@H](C)CO)S3(=O)=O)c1
  BioA inh = -3.4
O=C(NCC[C@H]1CC[C@H](NC(=O)C2CC2)[C@@H](CO)O1)c1ccc(F)cc1
  BioA inh = 1.4
CCC(=O)N(C)C[C@@H]1Oc2cc(-c3ccncc3)ccc2S(=O)(=O)N([C@H](C)CO)C[C@@H]1C
  BioA inh = -0.1
C[C@H](CO)N1C[C@H](C)[C@@H](CN(C)Cc2ccncc2)Oc2ccc(NC(=O)c3ccncc3)cc2CC1=O
  BioA inh = -0.8
CCCNC(=O)Nc1ccc2c(c1)C(=O)N(C)[C@@H]1CC[C@H](CC(=O)NC)O[C@@H]1CO2
  BioA inh = 0.3
O=C(Nc1cc(F)ccc1F)N1CCCCN2[C@@H](CO)[C@@H](c3ccc(-c4ccncc4)cc3)[C@@H]2C1
  BioA inh = 3.6

C[C@@H]1CN([C@H](C)CO)C(=O)c2cc(NS(=O)(=O)c3ccc(Cl)cc3)ccc2O[C@H]1CN(C)CC1CC1
  BioA inh = -4.0
C[C@H](CO)N1C[C@H](C)[C@H](CN(C)C(=O)Nc2ccc3c(c2)OCO3)OCCCC[C@H](C)Oc2ccc(NS(=O)(=O)c3ccc(F)cc3)cc2C1=O
  BioA inh = -0.1
C[C@H]1CN([C@@H](C)CO)S(=O)(=O)c2ccc(C#Cc3ccccc3)cc2O[C@H]1CN(C)C(=O)Cc1ccccn1
  BioA inh = -1.4
CCS(=O)(=O)Nc1ccc2c(c1)C(=O)N(C)[C@H]1CC[C@H](CC(=O)N[C@@H]3CCN(Cc4ccccc4)C3)O[C@H]1CO2
  BioA inh = 0.5
Cn1cnc(S(=O)(=O)N2C[C@H](O)COC[C@H]3O[C@H](CC(=O)NCc4ccc(F)cc4)CC[C@@H]32)c1
  BioA inh = -1.2
Cc1noc(C)c1NC(=O)Nc1ccc2c(c1)C(=O)N([C@@H](C)CO)C[C@@H](C)[C@H](CN(C)S(=O)(=O)c1c(C)noc1C)OCCCC[C@@H](C)O2
  BioA inh = 1.9
COc1ccc(-c2ccc3c(c2)[C@H]2[C@H](CCN2C(=O)C2CC2)[C@H](CO)N3C)cc1
  BioA inh = 1.0
O=C(Nc1ccc2c(c1)OCO2)N[C@H]1CC[C@H](CC(=O)N2CCN(c3ccccc3)CC2)O[C@H]1CO
  BioA inh = 0.4
CCNC(=O)Nc1ccc2c(c1)C(=O)N(C)[C@@H]1CC[C@H](CC(=O)NC3CCCCC3)O[C@H]1CO2
  BioA inh = -4.0
C[C@@H]1CN([C@@H](C)CO)C(=O)c2cc(NC(=O)CCCN(C)C)ccc2O[C@@H](C)CCCCO[C@H]1CN(C)C(=O)Nc1ccc2c(c1)OCO2
  BioA inh = 1.2
C[C@@H]1CN([C@H](C)CO)C(=O)c2cc(-c3cncnc3)cnc2O[C@H]1CN(C)Cc1ccncc1
  BioA inh = -1.4
C[C@H]1CN([C@@H](C)CO)C(=O)c2cc(NS(=O)(=O)c3ccc(Cl)cc3)ccc2O[C@H]1CN(C)S(=O)(=O)c1cn(C)cn1
  BioA inh = -1.7
CC(=O)N(CC1CCC1)C[C@@H]1N[C@@H](CO)[C@H]1c1ccc(C2=CCCC2)cc1
  BioA inh = -1.9
COc1ccc(S(=O)(=O)Nc2ccc3c(c2)C(=O)N([C@@H](C)CO)C[C@H](C)[C@H](CN(C)S(=O)(=O)c2ccc(F)cc2)OCCCC[C@H](C)O3)cc1
  BioA inh = -1.9
COc1ccc(NC(=O)Nc2ccc3c(c2)C(=O)N([C@H](C)CO)C[C@@H](C)[C@H](CN(C)Cc2ccccc2)OCCCC[C@H](C)O3)cc1
  BioA inh = 2.3

C[C@@H]1CN([C@H](C)CO)C(=O)c2cc(NC(=O)c3ccncc3)ccc2O[C@@H]1CN(C)Cc1ccc(Cl)c(Cl)c1
  BioA inh = 0.4
Cc1noc(C)c1S(=O)(=O)N(C)C[C@H]1Oc2ccc(NS(=O)(=O)c3cccs3)cc2C(=O)N([C@@H](C)CO)C[C@H]1C
  BioA inh = -0.5
O=S(=O)(c1ccccc1)N1CC[C@@H]2[C@H]1c1cc(C#Cc3cccc(F)c3)ccc1N[C@@H]2CO
  BioA inh = -1.4
CC(C)CC#Cc1cnc2c(c1)C(=O)N([C@@H](C)CO)C[C@@H](C)[C@@H](CN(C)C(=O)CN1CCOCC1)O2
  BioA inh = 2.5
O=C(NC1Cc2ccccc2C1)[C@H]1[C@H](CO)[C@H]2Cn3c(cccc3=O)[C@H]2N1C(=O)c1ccccn1
  BioA inh = -0.5
O=C(C[C@@H]1C[C@@H]2c3cc(NC(=O)CC4CC4)ccc3O[C@@H]2[C@H](CO)O1)NCCN1CCCCC1
  BioA inh = -1.3
CN1CCN(C(=O)C[C@@H]2CC[C@@H]3[C@H](COC[C@@H](O)CN3Cc3cccc(-c4ccncc4)c3)O2)CC1
  BioA inh = -1.0
COc1ccc(CN(C)C[C@H]2OCCCC[C@@H](C)Oc3ccc(NC(=O)Nc4c(C)noc4C)cc3C(=O)N([C@H](C)CO)C[C@H]2C)cc1
  BioA inh = 2.6
Cc1noc(C)c1NC(=O)N(C)C[C@H]1OCCCC[C@@H](C)Oc2ccc(NC(=O)CCC(F)(F)F)cc2C(=O)N([C@@H](C)CO)C[C@H]1C
  BioA inh = 2.4
CN1CCCCN2[C@H](CO)[C@H](c3ccc(C#CC4(O)CCCC4)cc3)[C@H]2C1
  BioA inh = 0.2
C[C@H]1CN([C@@H](C)CO)C(=O)c2cccc(NC(=O)Nc3ccc(C(F)(F)F)cc3)c2O[C@H]1CN(C)C(=O)Nc1ccc2c(c1)OCO2
  BioA inh = 2.0
C[C@@H]1CN([C@@H](C)CO)C(=O)Cc2cc(NC(=O)Cc3ccccc3)ccc2O[C@H]1CN(C)C(=O)NC1CCCCC1
  BioA inh = 4.9
O=C(C[C@H]1C[C@H]2c3cc(NC(=O)C4CCOCC4)ccc3O[C@H]2[C@@H](CO)O1)NC1CCCCC1
  BioA inh = -1.1
C[C@H](O)C#Cc1ccc2c(c1)O[C@H](CN(C)Cc1cccnc1)[C@@H](C)CN([C@H](C)CO)S2(=O)=O
  BioA inh = 2.8
CC(C)NC(=O)N(C)C[C@@H]1Oc2ccc(NC(=O)C3CCCCC3)cc2C(=O)N([C@H](C)CO)C[C@H]1C
  BioA inh = -2.3

Part of the list above, as tab-separated lines:
SMILES	BioA inh
C[C@@H]1CN([C@H](C)CO)C(=O)c2cc(NS(=O)(=O)c3ccc(Cl)cc3)ccc2O[C@H]1CN(C)CC1CC1	-4.0
C[C@H](CO)N1C[C@H](C)[C@H](CN(C)C(=O)Nc2ccc3c(c2)OCO3)OCCCC[C@H](C)Oc2ccc(NS(=O)(=O)c3ccc(F)cc3)cc2C1=O	-0.1
C[C@H]1CN([C@@H](C)CO)S(=O)(=O)c2ccc(C#Cc3ccccc3)cc2O[C@H]1CN(C)C(=O)Cc1ccccn1	-1.4
CCS(=O)(=O)Nc1ccc2c(c1)C(=O)N(C)[C@H]1CC[C@H](CC(=O)N[C@@H]3CCN(Cc4ccccc4)C3)O[C@H]1CO2	0.5

The listing continues:
O=C(C[C@@H]1CC[C@H]2[C@@H](COC[C@@H](O)CN2C(=O)c2ccc(F)cc2)O1)NC1Cc2ccccc2C1
  BioA inh = -0.8
CC(C)NC(=O)N(C)C[C@@H]1Oc2ccc(NC(=O)c3ccncc3)cc2C(=O)N([C@H](C)CO)C[C@H]1C
  BioA inh = -0.2
C[C@@H]1CN([C@H](C)CO)C(=O)c2cccc(NS(=O)(=O)c3ccc(F)cc3)c2O[C@H]1CN(C)C(=O)Nc1ccccc1
  BioA inh = -1.1
CC(C)NC(=O)N(C)C[C@@H]1Oc2ccc(NC(=O)Nc3ccc(F)cc3)cc2CC(=O)N([C@H](C)CO)C[C@H]1C
  BioA inh = -0.3
C[C@@H]1CN([C@H](C)CO)C(=O)c2cc(NC(=O)CCCN(C)C)ccc2O[C@H]1CN(C)S(C)(=O)=O
  BioA inh = -1.1
COc1ccccc1C(=O)Nc1ccc2c(c1)C(=O)N(C)[C@H]1CC[C@H](CC(=O)NCc3ccc(Cl)c(Cl)c3)O[C@@H]1CO2
  BioA inh = 0.8
CCCC#Cc1cnc2c(c1)C(=O)N([C@H](C)CO)C[C@@H](C)[C@H](CN(C)C(=O)C1CCC1)O2
  BioA inh = 0.8
CNC[C@H]1OCCCC[C@@H](C)Oc2ccc(N)cc2C(=O)N([C@H](C)CO)C[C@@H]1C
  BioA inh = -1.5
Cc1noc(C)c1C(=O)N(C)C[C@H]1OCc2ccccc2-c2c(n(C)c3ccccc23)C(=O)N([C@@H](C)CO)C[C@H]1C
  BioA inh = 1.2
COc1ccc(NC(=O)N(C)C[C@H]2OCCCC[C@@H](C)Oc3ccc(NC(=O)CCC(F)(F)F)cc3C(=O)N([C@@H](C)CO)C[C@@H]2C)cc1
  BioA inh = 6.2
Cc1ccc(S(=O)(=O)N(C)C[C@@H]2Oc3c(NC(=O)C4CC4)cccc3C(=O)N([C@H](C)CO)C[C@@H]2C)cc1
  BioA inh = -0.9
CCC(=O)Nc1ccc2c(c1)C(=O)N(C)[C@@H]1CC[C@H](CC(=O)NCC3CCCCC3)O[C@H]1CO2
  BioA inh = 0.6
OC[C@H]1[C@H](c2ccc(-c3cccnc3)cc2)[C@@H]2CN(Cc3ccccn3)CCCCN12
  BioA inh = -0.4
CCCc1cn(CC[C@@H]2CC[C@H](NC(=O)C3CCCC3)[C@H](CO)O2)nn1
  BioA inh = 1.1
COc1cccc(-c2cnc3c(c2)C(=O)N([C@H](C)CO)C[C@H](C)[C@H](CN(C)C(=O)Nc2ccc4c(c2)OCO4)O3)c1
  BioA inh = 3.7

CN(C)CCCNC(=O)C[C@H]1CC[C@H](NS(=O)(=O)c2ccccc2)[C@H](CO)O1
  BioA inh = 4.0
COc1ccc(NC(=O)Nc2ccc3c(c2)C(=O)N([C@@H](C)CO)C[C@H](C)[C@@H](CN(C)S(=O)(=O)c2ccc(F)cc2)OCCCC[C@H](C)O3)cc1
  BioA inh = -1.1
Cc1ccc(S(=O)(=O)Nc2ccc3c(c2)CC(=O)N([C@@H](C)CO)C[C@@H](C)[C@H](CN(C)C(=O)Nc2ccccc2)O3)cc1
  BioA inh = 0.4
C[C@H](CO)N1C[C@H](C)[C@H](CN(C)Cc2ccc(Oc3ccccc3)cc2)Oc2ccc(NC(=O)C3CCCCC3)cc2CC1=O
  BioA inh = -1.2
CCCNC(=O)N[C@H]1C=C[C@@H](CC(=O)N2CCN(C)CC2)O[C@H]1CO
  BioA inh = -3.4
O=C(Nc1ccc(F)cc1)N1C[C@@H]2[C@H](c3ccccc31)[C@@H](CO)N2C(=O)c1ccc(F)cc1
  BioA inh = -5.1
COc1cccc(C#Cc2ccc([C@@H]3[C@@H](C#N)N(C(=O)C4CCCCC4)[C@H]3CO)cc2)c1
  BioA inh = -1.3
C[C@H](O)C#Cc1cnc2c(c1)C(=O)N([C@H](C)CO)C[C@@H](C)[C@H](CN(C)C(=O)CN1CCOCC1)O2
  BioA inh = 2.1
CCCN(C)C[C@H]1Oc2cc(C#CC3CCCCC3)ccc2S(=O)(=O)N([C@H](C)CO)C[C@H]1C
  BioA inh = -3.6
CCC(=O)N1CCCCN2[C@H](CO)[C@H](c3ccc(C#CCOC)cc3)[C@H]2C1
  BioA inh = -2.8
COC(=O)C[C@@H]1CC[C@@H]2[C@H](COC[C@H](O)CN2S(=O)(=O)c2ccccc2C)O1
  BioA inh = 1.7
C[C@@H]1CN([C@@H](C)CO)C(=O)c2cc(NS(=O)(=O)c3ccccc3)ccc2O[C@@H](C)CCCCO[C@H]1CN(C)C(=O)CCCN(C)C
  BioA inh = 1.2
O=C([C@@H]1[C@@H](CO)[C@@H]2Cn3c(cccc3=O)[C@H]1N2CCC(F)(F)F)N1CCCCC1
  BioA inh = -1.2
O=C(C[C@@H]1CC[C@H](NC(=O)C2CC2)[C@H](CO)O1)NCCCN1CCOCC1
  BioA inh = 0.5
CCCNC(=O)Nc1ccc2c(c1)C(=O)N(C)C[C@@H](OC)[C@@H](C)CN(C(=O)C1CCOCC1)[C@H](C)CO2
  BioA inh = 5.7

C[C@H]1CN([C@@H](C)CO)S(=O)(=O)c2ccc(C#CC3(O)CCCC3)cc2O[C@@H]1CN(C)CC1CC1
  BioA inh = 0.6
COc1ccc(NC(=O)N(C)C[C@@H]2Oc3c(NC(=O)c4nc5ccccc5s4)cccc3C(=O)N([C@H](C)CO)C[C@H]2C)cc1
  BioA inh = -0.2
O=C(O)C[C@@H]1C[C@H]2c3cc(NC(=O)c4ccc5c(c4)OCO5)ccc3O[C@H]2[C@H](CO)O1
  BioA inh = 0.5
O=C(C[C@@H]1C[C@H]2c3cc(NC(=O)C4CCOCC4)ccc3O[C@H]2[C@H](CO)O1)NCC1CC1
  BioA inh = 0.4
C/C=C/c1ccc2c(c1)O[C@H](CN(C)CC1CCOCC1)[C@@H](C)CN([C@@H](C)CO)S2(=O)=O
  BioA inh = -0.8
